# ABHD5-PLIN5 inh = ABHD5-PLIN5 protein interaction inhibition | Split G. princeps luciferase complementation, luminescence, 4 h | hit rate 0.78% among 360,000 | inhibition, % at 4 µM | Q00G26+Q8WTS1;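 active means inhibition above the mean inhibition across every tested compound plus 3 SD, cut at about 22% in these data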;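 further: 0% = DMSO only wells and the 100% control is not disclosed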
# MC4R antag cAMP = blocks human MC4R cAMP signaling | P32245 | MC4R-expressing cells, MTII-stimulated cAMP, LANCE TR-FRET | inhibition, % at 6.5 µM | hit rate 0.48% among 360,000;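 active means inhibition above its plate's cutoff, the mean of tested wells on that plate plus 3 SD, cut at about 29% in these data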;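 further: 0% = Melanotan II alone and 100% = Melanotan II plus saturating MCL0020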
#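 material = U2OS cells stably expressing human melanocortin 4 receptor (MC4R) | also added = Melanotan II challenge | dosing = single nominal compound dose of 6.5 µM | detection = TR-FRET with Eu-cAMP and labeled anti-cAMP, 671 nm | replication = singlicate | timing = compound 30 min, challenge 1 h, detection 1 h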
# TLR9-MyD88 block = blocks human TLR9 binding to MyD88; Q9NR96+Q99836; CHO BLA complementation TLR9-MyD88, CCF4 FRET ratio; inhibition, % at 4.98 µM; hit rate 0.21% among 340,000; AID 504734;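 active means inhibition above the mean over all tested compounds plus 3 SD, cut at about 21% in these data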;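 further: 0% = DMSO only wells and 100% = clavulanate BLA inhibitor control wells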
# MC4R ag barr = human MC4R agonism via beta-arrestin; P32245; U2OS MC4R beta-arrestin complementation, luminescence; percent of melanotan II response, DMSO zero; activation, % at 8.9 µM; hit rate 0.98% among 360,000; AID 540308;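 active means activation above a per-plate cutoff, the mean activation of sample wells on that plate plus 3 SD, cut at about 8% in these data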
# ABCB6 inh MLPCN = inhibitors of human ABC transporter ABCB6; Q9NP58; K562-ABCB6 porphyrin accumulation, flow cytometry, 1 h; active compounds read low; fluorescence ratio to DMSO, % at 10 µM; hit rate 0.19% among 360,000; AID 602162;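 active means fluorescence ratio to DMSO below 75%, the collection mean minus 3 SD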;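 further: signal is porphyrin accumulated inside mitochondria; 100% equals median channel fluorescence of DMSO control wells; lower ratio means ABCB6 inhibition with less porphyrin fluorescence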
# Glyco luc inh = blocks N-linked glycosylation in D54 reporter cells; AID 588692; reporter increase, % at 12.5 µM; hit rate 0.23% among 360,000; D54 ERlucT glycosylation luciferase reporter, 24 h; percent of 100 nM tunicamycin response;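 active means mean luciferase reporter signal, scaled so untreated is 0 and the glycosylation-blocking control 100, at or above a set limit in every replicate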;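 further: luciferase carries N-glycosylation sites so blocking glycosylation raises the light; 0% = median of neutral control wells and 100% = median of 100 nM tunicamycin wells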
# Cardio protect = myocardial damage modulation in H9c2 cells; protection from H2O2 cell death, % at 20 µM; hit rate 0.63% among 360,000; H9c2 cardiomyocytes, H2O2 injury protection, ATPLite, 2 h;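 active means compounds giving at least 50% protection of heart cells from peroxide-induced death in the single-dose screen, raw or plate-pattern-corrected value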;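 further: 0% = DMSO wells with peroxide and 100% = DMSO wells without peroxide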
# NCOA2 inhibitor = inhibits human steroid receptor coactivator 2 | Q15596 | HEK293 GAL4-SRC2 luciferase reporter, luminescence | inhibition, % at 9 µM | hit rate 0.17% among 370,000 | AID 651957;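 active means inhibition above the mean inhibition of all tested compounds plus 3 SD, set per campaign, cut at about 52% in these data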;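 further: 0% = DMSO treated cells and 100% = cells given Gossypol at 36 µM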
# NOD2-RIPK2 inh = inhibitors of human NOD2-RIPK2 interaction | AID 624267 | CHO BLA complementation NOD2-RIPK2, CCF4 ratio | O43353 | inhibition, % at 4.98 µM | hit rate 0.38% among 360,000; in the data active means inhibition above about 21%;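 further: 0% = vehicle only and 100% = reference blocker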
# Target sequence (O43353 whole entry, looked up): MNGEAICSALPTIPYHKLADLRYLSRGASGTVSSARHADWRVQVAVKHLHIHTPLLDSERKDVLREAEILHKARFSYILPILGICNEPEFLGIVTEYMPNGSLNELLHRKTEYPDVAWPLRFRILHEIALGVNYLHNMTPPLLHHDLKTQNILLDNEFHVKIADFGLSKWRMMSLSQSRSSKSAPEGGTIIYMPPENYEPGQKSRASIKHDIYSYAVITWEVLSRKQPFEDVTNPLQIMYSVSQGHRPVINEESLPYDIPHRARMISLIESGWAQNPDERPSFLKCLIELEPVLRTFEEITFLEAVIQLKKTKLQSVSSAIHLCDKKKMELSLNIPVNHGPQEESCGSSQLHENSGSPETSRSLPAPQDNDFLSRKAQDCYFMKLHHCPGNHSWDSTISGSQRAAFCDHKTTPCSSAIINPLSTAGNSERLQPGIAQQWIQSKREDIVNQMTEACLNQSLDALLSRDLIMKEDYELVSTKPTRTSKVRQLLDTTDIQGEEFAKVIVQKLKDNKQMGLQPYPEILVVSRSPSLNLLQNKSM
# m5-HT2A agonist = agonists of mouse serotonin 5-HT2A receptor (HTR2A) | P35363 | hit rate 0.66% among 360,000 | CHO-K1 mHTR2A beta-arrestin complementation, luminescence; percent of 30 µM serotonin response | activation, % at 7.6 µM;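 active means activation above a run cutoff, the mean activation of all tested compounds plus 3 SD, cut at about 14% in these data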;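 further: 0% = plate median of compound wells and 100% = 30 µM serotonin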
# Target sequence (P35363 whole entry, looked up): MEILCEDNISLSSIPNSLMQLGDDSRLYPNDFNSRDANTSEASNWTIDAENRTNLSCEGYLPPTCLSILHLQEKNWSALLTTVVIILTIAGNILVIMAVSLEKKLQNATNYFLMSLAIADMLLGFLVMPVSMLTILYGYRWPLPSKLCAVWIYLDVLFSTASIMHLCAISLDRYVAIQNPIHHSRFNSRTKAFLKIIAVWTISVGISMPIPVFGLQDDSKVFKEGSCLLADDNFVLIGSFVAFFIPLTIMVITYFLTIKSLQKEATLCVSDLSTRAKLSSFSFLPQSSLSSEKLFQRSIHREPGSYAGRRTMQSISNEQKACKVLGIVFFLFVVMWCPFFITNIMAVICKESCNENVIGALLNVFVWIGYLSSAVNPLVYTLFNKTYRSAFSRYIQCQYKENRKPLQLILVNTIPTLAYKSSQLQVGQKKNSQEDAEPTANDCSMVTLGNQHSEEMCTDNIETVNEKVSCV
# The depositor's hits bear a star; . = not tested or not shown. These rows are one share of the data (hit frequency here may not be typical).
SMILES,ABHD5-PLIN5 inh,MC4R antag cAMP,TLR9-MyD88 block,MC4R ag barr,ABCB6 inh MLPCN,Glyco luc inh,Cardio protect,NCOA2 inhibitor,NOD2-RIPK2 inh,m5-HT2A agonist
CCN(CC)S(=O)(=O)c1ccc2[nH]c(=O)cc(C(=O)N(C)C3CCS(=O)(=O)C3)c2c1 (configuration not stated),13.0,16.6,3.8,-1.3,98.0,2.6,3.1,-38.6,-6.8,-8.5
CC(=O)N1CCN(c2ccc(NC(=O)c3cccc(Cl)c3Cl)cc2)CC1,0.6,-1.5,-7.2,0.0,95.0,-5.7,4.0,18.3,2.0,-0.4
CCc1noc(C)c1C(=O)N(Cc1ccccc1)c1c(N)n(CCOC)c(=O)[nH]c1=O,1.6,-2.5,3.0,-2.7,103.0,1.5,12.1,-5.0,0.4,6.0
O=C(Nc1cc([N+](=O)[O-])ccc1F)c1cccs1,-7.8,2.0,-1.7,-2.2,99.0,-1.8,-2.6,-4.9,1.5,1.9
CCOC(=O)CCc1c(C)c2ccc(OCC(=O)N3CCOCC3)c(C)c2oc1=O,-3.2,14.3,-6.1,4.6,100.0,2.1,0.6,-4.7,-4.5,-5.2
O/N=C\c1cccn1-c1nccs1,0.9,6.5,8.2,-1.0,99.0,0.6,7.4,-18.8,6.8,1.2
COc1cc(OC)c2c(-c3cccc(-c4ccoc4)c3)cc(=O)oc2c1,5.0,-14.3,-4.0,-1.6,97.0,18.1,5.4,-27.2,6.0,-3.2
COc1cccc(C(=O)N(Cc2nc(-c3ccc(C)cc3)no2)C(C)C)c1,-1.5,2.5,-4.6,-0.2,98.0,-0.4,-6.8,10.1,4.3,2.0
COc1ccc(/C=C2\CCC/C(=C\C=N\N(C)C)C2=O)cc1,36.3*,2.6,2.5,-5.8,98.0,8.9,-26.6,-44.4,11.2,-1.2
COC(=O)COc1cccc(NC(=O)c2cccs2)c1,-1.1,4.0,8.5,-3.4,96.0,1.5,-2.9,-9.7,1.6,-1.6
O=C(C1CCC(C(=O)N2CCCCC2)CC1)N1CCCCC1 (configuration not stated),-6.8,-6.5,-2.1,2.0,94.0,-1.3,9.1,-0.3,0.0,5.5
CC(C)(C)n1cnc2cc(NC(=O)c3ccco3)ccc21,7.3,-0.4,-2.2,-0.2,99.0,-5.9,-7.4,-41.9,-1.7,5.2
CC(CNC(=O)CCc1nnc(CCC2CCCCC2)o1)c1ccccc1 (configuration not stated),-0.4,-0.2,-2.1,1.2,101.0,-1.9,0.4,-8.4,-3.1,-4.4
OCc1ccc(N=Nc2ccccc2)cc1,-1.3,1.5,6.4,-1.4,94.0,-8.6,-7.2,-80.2,-6.0,2.9
CC(C)Oc1cccc(C(=O)NC(=S)Nc2ccc(Cl)c(C(=O)O)c2)c1,-1.6,19.2,-3.7,-1.2,105.0,2.1,-2.6,-4.5,0.1,-1.7
C[C@@H]1CN([C@H](C)CO)S(=O)(=O)c2ccc(C#CC3CCCCC3)cc2O[C@H]1CN(C)C(=O)Cc1ccncc1,0.5,-5.6,4.8,-0.8,99.0,1.3,-4.4,9.2,-6.8,6.0
C=CCn1c(C2CCCCC2)n[nH]c1=S,-1.4,-2.6,-3.3,-1.7,95.0,2.5,-0.5,3.2,-7.9,8.3
Cc1ccc(Nc2ccccc2)nn1,-2.9,3.2,0.5,-0.3,90.0,0.4,-4.1,-10.0,8.8,5.2
CCCCN(C(=O)c1ccc(-c2ccc([N+](=O)[O-])cc2)o1)c1c(N)n(CC(C)C)c(=O)[nH]c1=O,-4.5,-0.4,2.6,3.7,104.0,-0.4,-2.2,-4.0,-2.7,6.5
CCCn1nc(C(=O)Nc2ccc(S(=O)(=O)Nc3nccs3)cc2)c2ccccc2c1=O,1.7,3.9,-0.5,3.4,99.0,1.1,0.3,-5.9,3.2,-3.3
COc1cccc(NC(=O)CN(C)C(=O)Cn2c(=O)oc3ccccc32)c1,4.6,-1.8,-1.7,0.5,96.0,-0.8,4.9,-7.6,-0.6,4.8
COc1ccc(CN2CCC(Oc3cc(C(=O)NC4CC4)ccc3OC)CC2)c(O)c1,1.6,-1.0,-1.4,-2.3,104.0,0.5,1.2,7.5,-3.1,-10.4
C=CC[C@H](CC(=O)NCCO)C(=O)N[C@H](COC(=O)[C@H](CC=C)CC(=O)OC(C)(C)C)Cc1c[nH]c2ccccc12,-2.2,15.3,6.7,-2.8,100.0,1.9,33.5,15.9,-0.4,10.4
C=CCOc1ccccc1C(=O)/C=C1/C(=O)Nc2ccccc21,84.6*,-5.6,17.2,-1.3,100.0,31.6*,-4.6,13.9,65.2*,5.9

# 6 compounds picked at random from the list so far:
SMILES,ABHD5-PLIN5 inh,MC4R antag cAMP,TLR9-MyD88 block,MC4R ag barr,ABCB6 inh MLPCN,Glyco luc inh,Cardio protect,NCOA2 inhibitor,NOD2-RIPK2 inh,m5-HT2A agonist
CCCCN(C(=O)c1ccc(-c2ccc([N+](=O)[O-])cc2)o1)c1c(N)n(CC(C)C)c(=O)[nH]c1=O,-4.5,-0.4,2.6,3.7,104.0,-0.4,-2.2,-4.0,-2.7,6.5
C=CCOc1ccccc1C(=O)/C=C1/C(=O)Nc2ccccc21,84.6*,-5.6,17.2,-1.3,100.0,31.6*,-4.6,13.9,65.2*,5.9
C=CC[C@H](CC(=O)NCCO)C(=O)N[C@H](COC(=O)[C@H](CC=C)CC(=O)OC(C)(C)C)Cc1c[nH]c2ccccc12,-2.2,15.3,6.7,-2.8,100.0,1.9,33.5,15.9,-0.4,10.4
CC(CNC(=O)CCc1nnc(CCC2CCCCC2)o1)c1ccccc1 (configuration not stated),-0.4,-0.2,-2.1,1.2,101.0,-1.9,0.4,-8.4,-3.1,-4.4
OCc1ccc(N=Nc2ccccc2)cc1,-1.3,1.5,6.4,-1.4,94.0,-8.6,-7.2,-80.2,-6.0,2.9
C=CCn1c(C2CCCCC2)n[nH]c1=S,-1.4,-2.6,-3.3,-1.7,95.0,2.5,-0.5,3.2,-7.9,8.3

# Other compounds follow:
SMILES,ABHD5-PLIN5 inh,MC4R antag cAMP,TLR9-MyD88 block,MC4R ag barr,ABCB6 inh MLPCN,Glyco luc inh,Cardio protect,NCOA2 inhibitor,NOD2-RIPK2 inh,m5-HT2A agonist
COc1ccc(CCn2c(NN=C3CCCCC3)nc3c2c(=O)[nH]c(=O)n3C)cc1,-2.4,-1.8,-3.0,0.3,97.0,2.2,2.7,.,-5.2,2.4
CCO[C@@H]1OC(C(=O)O)=C[C@H](C2CC2)[C@H]1CCCO,1.4,12.3,4.0,0.5,105.0,1.1,-0.5,-5.8,-5.9,-2.8
CC(C)(C)C(=O)CN1C(=O)NC(C)(Cc2ccc3c(c2)OCO3)C1=O (configuration not stated),4.0,0.2,0.5,0.9,96.0,0.2,-1.0,-15.1,-14.1,-5.7
COc1cccc(NC(=O)N2CCCC2C(=O)NCc2ccc(Cl)cc2)c1 (configuration not stated),-6.8,26.6,5.1,2.2,101.0,-1.3,-4.7,-4.1,-31.6,-4.8
COc1ccc(OC)c(S(=O)(=O)Nc2c(C)cccc2C)c1,1.8,6.2,9.0,-2.1,96.0,1.1,-5.5,-26.9,1.9,-0.9
COc1ccc2c(=O)c(-c3cnn(-c4ccccc4)c3)c(C)oc2c1,-0.8,-1.0,-4.8,1.2,92.0,1.4,-17.2,-4.2,-5.7,-0.5
Oc1ccc(/C=N/Nc2ccc(Cl)nn2)c(O)c1O,-14.8,10.9,-9.6,-0.2,97.0,1.0,13.4,-22.6,8.7,3.4
COc1ccc(-c2noc(CCC(=O)N3CCN(c4cc(C)ccc4C)CC3)n2)cc1,-8.1,11.9,1.3,1.6,96.0,-1.1,-13.3,-6.2,-6.2,0.9
Cc1cc(C)nc(-n2nc(C)cc2NC(=O)c2cccc(S(=O)(=O)N3CCOCC3)c2)n1,7.2,1.4,11.3,-0.2,101.0,1.6,32.1,-12.4,-7.9,14.0
Cc1cc(Br)ccc1NC(=O)CNC(=O)CN(C)C1CCS(=O)(=O)C1 (configuration not stated),-10.0,2.0,-22.7,-1.7,103.0,0.7,1.2,-26.6,-2.3,-0.8
CCCCC(=O)N(C)c1c(C)nc2ccc(C(=O)N3CCN(c4ccccc4)CC3)cn12,-1.1,12.2,.,0.3,97.0,1.6,-1.0,-11.7,-2.5,-5.3
COc1ccc(CCNC(=O)[C@H](CC(C)C)NC(=O)N2CCn3c2nc2ccccc23)cc1OC,-1.3,10.9,-7.3,-0.8,91.0,0.2,-2.8,11.3,-0.3,-1.3
CN(Cc1ccc(Cl)cc1Cl)C(=O)Cc1ccc(S(=O)(=O)N2CCOCC2)s1,4.9,2.1,-7.0,-1.4,104.0,10.3,-0.3,-6.5,-9.5,8.1
CNS(=O)(=O)c1cn(CC(=O)NCc2ccc(OC)cc2)cc1S(=O)(=O)NC,-0.1,7.7,6.9,-1.0,97.0,1.6,1.2,-5.9,-21.6,12.7
CC(=O)C1=C(C)OC(N)=C(C#N)C1c1cccnc1 (configuration not stated),-1.6,7.5,4.8,-3.7,94.0,4.1,-12.1,-9.0,-6.0,2.6
Cc1ccc2nc(SCC(=O)NC3CCCCC3)nc(=O)n2c1,14.8,0.4,2.3,-1.9,95.0,-0.4,-1.0,11.4,-7.4,11.1
CN1CCn2cnc(C(=O)Nc3ccc(CNC(=O)OC(C)(C)C)cc3)c2C1=O,4.6,-2.1,2.3,0.5,102.0,-0.3,9.6,4.2,-2.6,16.2*
O=C(c1cccnc1)N1CCCc2ccccc21,-0.9,8.3,-2.7,-3.3,98.0,0.8,-3.0,-6.3,-3.0,-3.3
CCc1ccc(OCC(=O)NNC(=S)NC(=O)C2CC2)c(Br)c1,0.2,-5.3,-5.6,-6.1,91.0,-3.1,21.6,5.1,-14.7,-5.0
Cn1cnc2c(N/N=C/c3cccs3)ncnc21,-4.6,-19.1,.,-1.6,91.0,-7.3,-8.1,-42.0,-0.8,2.0
Cc1ccc(-n2c(=O)c3sccc3n(CC(=O)N3CCCC3)c2=O)cc1,-6.1,-0.5,-5.1,-3.6,97.0,0.3,1.9,9.7,-11.0,3.5
Cc1ccc(NC(=O)CCN2C(=O)c3ccccc3C2=O)cc1,2.4,1.4,1.9,1.8,95.0,0.7,2.3,-2.3,5.9,23.0*
O=C(Nc1ccc2c(c1)OCO2)C(c1ccccc1)N1CCN(C(=O)c2ccco2)CC1 (configuration not stated),8.0,3.2,-0.6,-0.8,90.0,0.1,2.0,-8.5,7.4,2.3
O=C(Nc1cccc(Cl)c1)c1cnccn1,0.2,-3.0,-1.8,0.8,101.0,3.0,5.6,-68.9,-8.3,1.7
O=C1c2cccc3cccc(c23)C(=O)N1OS(=O)(=O)c1ccc(Cl)cc1,-4.0,6.8,-4.5,0.2,91.0,0.6,31.8,-3.3,-1.3,-2.4
CCN(CC)S(=O)(=O)c1ccc(O)c(NC(=O)c2cc(-c3cc(OC)c(OC)c(OC)c3)nc3ccccc23)c1,2.8,16.2,-2.5,1.1,98.0,-5.1,-3.0,.,-11.6,-1.6
C=CCNc1nc(N)c([N+](=O)[O-])c(NCc2ccccc2)n1,4.4,5.2,-11.4,0.2,98.0,2.0,-21.7,.,10.6,-3.2

# Screening data (PubChem)
